esBAF inh: blocks esBAF chromatin remodeling in mouse ES cells. reporter increase, % at 12.5 µM. Bmi1-luciferase knock-in reporter, 24 h; 100% = twice the neutral-well signal. hit rate 2% among 350,000; in the data active means activation above about 40%; inconclusive means no clear call, values can overlap the other calls;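 further: 0% = median of the plate's neutral control wells and 100% = double that signal; a rise in the Bmi1 reporter signal indicates esBAF inhibition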
RAD54 branch: RAD54 (human) branch migration inhibition | RAD54 Holliday junction branch migration, FAM/BHQ fluorescence | inhibition, % at 10.4 µM | hit rate 0.14% among 360,000;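 active means mean normalized replicate activity at least 40 and at least half of replicates scoring 40 or more; inconclusive means only one of the two criteria met; inactive means mean below 40 and under half of replicates reaching 40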;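 further: 0% = median of neutral control wells and 100% = median of positive control wells; inhibitors cause a drop in the FAM fluorescence signal; in these data hits start at about 50%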
Target sequence (Q92698 whole entry, looked up): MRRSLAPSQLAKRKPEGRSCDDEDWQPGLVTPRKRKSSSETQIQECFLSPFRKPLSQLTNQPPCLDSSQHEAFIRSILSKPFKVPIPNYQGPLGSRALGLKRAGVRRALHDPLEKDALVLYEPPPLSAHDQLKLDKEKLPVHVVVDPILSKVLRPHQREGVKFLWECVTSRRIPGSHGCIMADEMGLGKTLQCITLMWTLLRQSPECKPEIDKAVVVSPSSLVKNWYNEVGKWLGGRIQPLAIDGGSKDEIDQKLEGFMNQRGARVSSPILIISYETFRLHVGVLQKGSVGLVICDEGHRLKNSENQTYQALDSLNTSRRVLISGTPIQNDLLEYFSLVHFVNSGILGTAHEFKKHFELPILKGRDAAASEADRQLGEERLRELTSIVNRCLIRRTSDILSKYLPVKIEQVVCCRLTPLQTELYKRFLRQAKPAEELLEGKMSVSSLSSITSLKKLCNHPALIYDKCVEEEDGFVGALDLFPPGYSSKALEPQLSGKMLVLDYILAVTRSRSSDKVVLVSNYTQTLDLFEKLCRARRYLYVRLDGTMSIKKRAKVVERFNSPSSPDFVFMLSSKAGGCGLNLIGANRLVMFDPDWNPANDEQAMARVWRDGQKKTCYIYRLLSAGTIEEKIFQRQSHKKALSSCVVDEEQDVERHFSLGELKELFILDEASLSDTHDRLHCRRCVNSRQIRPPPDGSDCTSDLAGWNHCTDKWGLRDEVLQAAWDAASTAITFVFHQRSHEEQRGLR
* = called active by the depositor; ? = inconclusive. Only part of the results is shown; count on the stated rates, not on these rows.

smiles | esBAF inh | RAD54 branch
CCn1c(SCC(=O)Nc2nc(C)cs2)nnc1C(NC(=O)c1ccccc1Cl)C(C)C (centres undefined) | 6 | 7
Cc1cccc(-n2nnnc2SCc2csc(-c3ccccc3)n2)c1 | 2 | -2
CC(=O)NC1(C(F)(F)F)C(=O)Nc2c1c(=O)[nH]c(=O)n2Cc1ccco1 (centres undefined) | 4 | -4
CCOc1ccccc1N1CCN(C(=O)c2ccccc2)CC1 | 5 | -6
O=C(NC1CCCCC1)C(c1ccncc1)N(Cc1ccccc1)C(=O)c1ccc(-c2ccccc2)[nH]1 (centres undefined) | 5 | 6
CC1Sc2ccc(S(=O)(=O)CCC(=O)NCc3ccccc3Cl)cc2NC1=O (centres undefined) | -3 | -5
CCOC(=O)C1/C(=N\O)CC(C)(O)C(C(=O)OCC)C1c1ccc(N(C)C)cc1 (centres undefined) | -6 | -11
CCOC(=O)CSc1nnc(CNc2ccccc2Cl)n1-c1ccccc1 | -5 | 4
COc1cccc(CNC(=O)c2ccc3nc[nH]c3c2)c1 | 9 | 10
S=c1[nH]nc(-c2cc(-c3ccco3)[nH]n2)n1-c1cccc2ccccc12 | 2 | -15
OC(COc1ccc(Br)cc1)CN1CCOCC1 (centres undefined) | 0 | -10
CSCC[C@@H](Nc1nc(-c2ccccc2)nc2c1oc1ccccc12)C(=O)O | -4 | 1
Cc1ccc(NC(=O)CN2C(=O)S/C(=C\c3cccn3-c3cccc(C(=O)O)c3)C2=O)c(C)c1 | -8 | -5
C=CCn1c(=S)[nH]c2nc3c(cc2c1=O)COC(C)(C)C3 | 1 | -6
O=c1[nH]cnc2c1C(c1ccccc1[N+](=O)[O-])c1c(nc[nH]c1=O)O2 | -11 | -6
O=C1CC(c2ccncc2)c2cc3c(cc2N1)OCO3 (centres undefined) | -8 | -6
Cn1nnnc1SCSc1nnnn1C | 12 | -7
Cc1nc2nc(SCC(=O)NCc3ccco3)nn2c(C)c1Cc1ccccc1 | 0 | 13
c1ccc(C(c2c[nH]c3ccccc23)c2c[nH]c3ccccc23)nc1 | 2 | -1
COc1cccc(NC(=O)C2C3C=CC4(O3)C2C(=O)N(C(C)C)C4C(=O)NC2CCCCC2C)c1 (centres undefined) | -3 | 4
CN(CCOCCOc1ccc2ccccc2c1)Cc1ccccc1 | 9 | 1
Brc1ccc(-n2cccc2/C=N/n2cnnc2)cc1 | -13 | 11
COc1cc(C)c(Cl)cc1S(=O)(=O)NCCN1CCOCC1 | -3 | -13
CCOc1ccccc1C(=O)N1CCN=C1SCc1cccnc1 | -5 | -23
Cc1cccc(-n2ccnc2SCC(=O)Nc2nccs2)c1C | 8 | 2
Cc1cc(C(=O)Cn2nnc3ccccc3c2=O)c(C)n1Cc1cccs1 | -38 | 7
CCc1cc(=O)oc2cc(OCC(=O)N3CCCc4ccccc43)ccc12 | -6 | 0
O=C(NCC1COc2ccccc2O1)c1ccccc1 (centres undefined) | 24 | -7
O=C(NCc1ccc2c(c1)OCO2)c1ccc(COc2cc(Cl)ccc2Cl)o1 | 0 | 5
Cc1cnc(C(=O)N(CC(C)C)c2c(N)n(CC(C)C)c(=O)[nH]c2=O)cn1 | -3 | -5

Six entries from above, sorted by their value in esBAF inh, largest number first:
smiles	esBAF inh
CN(CCOCCOc1ccc2ccccc2c1)Cc1ccccc1	9
Cc1cccc(-n2ccnc2SCC(=O)Nc2nccs2)c1C	8
Cc1cccc(-n2nnnc2SCc2csc(-c3ccccc3)n2)c1	2
C=CCn1c(=S)[nH]c2nc3c(cc2c1=O)COC(C)(C)C3	1
OC(COc1ccc(Br)cc1)CN1CCOCC1 (centres undefined)	0
CC1Sc2ccc(S(=O)(=O)CCC(=O)NCc3ccccc3Cl)cc2NC1=O (centres undefined)	-3

(next part)
smiles | esBAF inh | RAD54 branch
CCNC(=S)NNC(=O)c1ccccc1OC(F)F | -7 | -21
CC1(C)NC(=O)N(CC(=O)N2CCN(c3cccc(Cl)c3)CC2)C1=O | -3 | 3
Cc1ccc(-c2cc(C(=O)Nc3nn[nH]n3)c3ccccc3n2)cc1 | -3 | -8
Cn1c(=N)n(CC(O)c2ccco2)c2ccccc21 (centres undefined) | -5 | -4
COc1cccc(NC(=O)Nc2ccc3c(c2)nnn3C)c1 | 48* | -8
N/C(=N\OC(=O)c1ccco1)c1ccccc1 | ? | 7
CC(=O)N1CCc2cc(S(=O)(=O)CCC(=O)N3CCc4ccccc4C3)ccc21 | 5 | -6
COCCCN1C(=O)C(O)=C(C(C)=O)C1c1ccccn1 (centres undefined) | -7 | 3
CCOC(=O)c1sc(NC(=O)c2cc3n(n2)C(C(F)(F)F)CC(c2ccccc2)N3)c(C(=O)OCC)c1C (centres undefined) | -3 | -7
CCn1c(SCC(=O)NCc2ccc3c(c2)OCO3)nnc1-c1c[nH]c2ccccc12 | -4 | -4
CC(CC(=O)Nc1nc2ccccc2[nH]1)c1ccccc1 (centres undefined) | 70* | -6
COc1ccc(CNc2oc(C)nc2C#N)cc1 | 3 | 3
CC1CN(C2CCCCC2)c2nc3c(c(=O)n(C)c(=O)n3C)n2C1 (centres undefined) | -2 | 15
Nc1cc(=O)[nH]c(=O)n1Cc1ccco1 | 4 | -10
CCOC(=O)N1CCN(Cc2nc3c(c(=O)n(C)c(=O)n3C)n2Cc2ccccc2C)CC1 | 3 | 9
CN1C(=O)CC(N2CCN(C(c3ccccc3)c3ccccc3)CC2)C1=O (centres undefined) | 0 | 0
CCN(CC)Cc1c(-c2ccccc2)[nH]c2ccc(C)cc2c1=O | 13 | 4
O=C(CN(CCc1ccccc1)C(=O)CNS(=O)(=O)c1ccccc1)NCC1CCCO1 (centres undefined) | 5 | -6
O=C(Nc1nc2ccccc2[nH]1)C12CC3CC(CC(C3)C1)C2 | 36 | 1
COc1ccc(C2(C(=O)Nc3cc(C)on3)CCOCC2)cc1 | -3 | -19
CCOC(=O)c1cc2c(=O)n3ccccc3nc2n(CCOC)c1=NC(=O)c1ccncc1 | 0 | 0
N#Cc1ccc(OCc2nnc(SCC(=O)N3CCCc4ccccc43)n2-c2ccccc2)cc1 | 11 | 1
O=C(Nc1ccc(S(=O)(=O)NCc2ccco2)cc1)c1ccc2ccccc2n1 | 25 | -4
O=C(CSc1nnc(Cc2cccs2)n1-c1ccccc1)NCc1ccc2c(c1)OCO2 | 4 | -4
COC(=O)CC1(c2cccc3ccccc23)C(=O)c2ccccc2C1=O | 3 | 0
COn1c(-c2ccccc2)nc2ccc(Cl)cc21 | 65* | -4
CCOC(=O)CNC(=O)CSc1nnc(COc2ccc(Cl)cc2)n1CC | -8 | 10
CC1(C)NC(=O)N(CC(O)COc2ccccc2-c2ccccc2)C1=O (centres undefined) | -9 | -2
COc1cc(C2C=C(C34CC5CC(CC(C5)C3)C4)NC(=S)N2)cc(OC)c1OC (centres undefined) | -2 | 7
O=C(Nc1cc(C(F)(F)F)ccc1N1CCCCC1)c1ccco1 | -9 | 3

Quoted at random: two compounds from above, in no set order.
smiles | esBAF inh | RAD54 branch
CC1(C)NC(=O)N(CC(O)COc2ccccc2-c2ccccc2)C1=O (centres undefined) | -9 | -2
O=C(Nc1ccc(S(=O)(=O)NCc2ccco2)cc1)c1ccc2ccccc2n1 | 25 | -4

Following part
smiles | esBAF inh | RAD54 branch
COc1cc(-c2nc(S(=O)(=O)c3ccc(C)cc3)c(N3CCOCC3)o2)cc(OC)c1OC | -10 | 1
Cc1cc(C)n2ncc(C(=O)NCc3ccccc3)c2n1 | -2 | 3
Cc1cc(C(=O)N/N=C\c2ccc(COc3ccc([N+](=O)[O-])cc3)o2)ccc1[N+](=O)[O-] | -3 | -3
CCCCN(C)CCCNC(=O)c1cccc(N2CCCC2=O)c1 | -9 | -1
c1nc(N2CCOCC2)c2[nH]cnc2n1 | -8 | 3
Cc1cc(C)n2nc(SCCC(=O)NCCc3ccccc3)nc2n1 | -3 | 5
CC(C)(C)c1ccc(C(=O)N2CCC2(C)C(=O)Nc2ccc3nc[nH]c3c2)cc1 (centres undefined) | 22 | -15
O=C(CN1CCN(CC(=O)Nc2ccccn2)CC1)Nc1ccccn1 | -3 | -4
Cc1ccc(C)c(N(CC(=O)NCc2ccc3c(c2)OCO3)C(=O)CCC(=O)Nc2ccccn2)c1 | 5 | 8
O=C(CN(C(=O)Cn1nnc(-c2cccs2)n1)c1ccc2c(c1)OCCO2)NCC1CCCO1 (centres undefined) | 3 | -15
O=C(c1ccco1)c1cc2c(ccc3ccccc32)oc1=O | 9 | 6
COc1ccc(CC(=O)N2CCOCC2)cc1 | -6 | -13
COC(=O)c1ccc2nc(C(F)(F)F)[nH]c2c1 | 17 | -4
Cc1cccn2c(=O)c3cc(C#N)c(=O)n(CCCN4CCOCC4)c3nc12 | -8 | 56*
COc1ccc(C(=O)c2ccc(OC)c(OC)c2)cc1 | 2 | -4
CCN(CC)S(=O)(=O)c1ccc(NS(=O)(=O)c2cccc(C)c2)cc1 | 5 | 11
COC(=O)C1=C(C)OC(N)=C(C#N)C1c1cc(OC)c(OCC(N)=O)cc1Cl (centres undefined) | 0 | -15
Cc1ccc(C(=O)CSc2nc(C)cc(=O)[nH]2)cc1 | -1 | -10
CC(O)c1nc2ccccc2n1C/C=C/c1ccccc1 (centres undefined) | 0 | 3
CC(c1nnc(Sc2nnnn2-c2ccccc2)n1-c1ccc(F)cc1)N(C)C (centres undefined) | 1 | -6
Cc1sc2ncnc(OCC(=O)N3CCN(S(=O)(=O)c4ccccc4)CC3)c2c1C | -7 | -2
CCn1ncc(/C=C/C(=O)NCc2cn(C)nc2C)c1C | 1 | 0
CC(=O)C1=C(O)C(=O)N(CCc2c[nH]c3ccccc23)C1c1cccc(O)c1 (centres undefined) | 8 | 3
COc1ccc(C(=O)NC2CCCCC2)cc1S(=O)(=O)N1CCCC1 | -46 | 4
O=C(Cn1cc(C(F)(F)F)ccc1=O)N1CCN(S(=O)(=O)c2ccccc2)CC1 | 0 | -8
O=C(Nc1cccc2ccccc12)N1CCN(c2ccccc2)CC1 | -3 | -12
CCOC(=O)N1CCN(S(=O)(=O)c2ccc(OC)c(Cl)c2Cl)CC1 | -4 | -26
CCCOC(=O)C1C2C=CC(C2)C1C(=O)OCC(=O)c1ccccc1 (centres undefined) | 1 | -2
C=CCNc1nc(-c2ccccc2)nc(-n2ccnc2)n1 | 2 | 6
Fc1ccccc1N1CCN(C2CCN(Cc3c[nH]c4ccccc34)CC2)CC1 | -3 | -8

Exported field by field: entries from further up
O=C(CN1CCN(CC(=O)Nc2ccccn2)CC1)Nc1ccccn1
  esBAF inh = -3	RAD54 branch = -4

Cc1ccc(C)c(N(CC(=O)NCc2ccc3c(c2)OCO3)C(=O)CCC(=O)Nc2ccccn2)c1
  esBAF inh = 5	RAD54 branch = 8

The listing continues:
smiles | esBAF inh | RAD54 branch
COCCNC(=O)C(c1ccncc1)N(C(=O)Cn1nnc2ccccc21)c1ccc(OC)cc1 (centres undefined) | -6 | -25
O=c1oc(-c2cccs2)nc2sc3c(c12)CCCCC3 | 43* | 1
CC(C)C(=O)Nc1cccc(NC(=S)NC(=O)c2ccccc2Cl)c1 | 28 | -3
Cc1cc(N2C(=O)C(=O)/C(=C(/O)c3ccc(F)cc3)C2c2cccc(Br)c2)no1 (centres undefined) | -10 | 0
O=C1c2ccccc2C(=O)N1CCCCSc1nnc2ccccn12 | 11 | -1
O=S(=O)(Nc1ncnc2c1oc1ccccc12)c1ccc(Cl)s1 | 1 | -18
Cn1c(C(=O)OC(C(=O)NC2CCCCC2)c2cccnc2)cc2sccc21 (centres undefined) | -2 | 3
CC1CCCN(S(=O)(=O)c2cccc(-c3cn4cccnc4n3)c2)C1 (centres undefined) | 3 | -8
OCCN1CN=C(Nc2nc3ccccc3s2)NC1 | 5 | 3
Cc1ccc(-c2noc(C3CCCN(C(=O)c4c(F)cccc4F)C3)n2)cc1 (centres undefined) | 9 | -10
CON(C)c1nc(OCCNC(=O)COc2ccc(Cl)cc2C)nc(N(C)C)n1 | 6 | 4
O=C1CCSc2ccc(Cl)cc2N1Cc1ccccc1 | 9 | 1
O=C(O)C1CC(=O)N(c2ccc(OCc3c(F)cccc3Cl)cc2)C1 (centres undefined) | -11 | -9
CCCCOc1ccc(CSC(CC(=O)O)C(=O)O)cc1 (centres undefined) | -13 | -11
Nc1ccc(N2CCN(C(=O)c3cccs3)CC2)cc1 | -5 | -5
COC(=O)c1cccc(N2C(=O)C3CC=CCC3C2=O)c1 (centres undefined) | -4 | -10
CCOC(=O)c1[nH]c(C)c(/C(O)=C2\C(=O)C(=O)N(CCCn3ccnc3)C2c2ccncc2)c1C (centres undefined) | 3 | -2
COCCN(CCOC)Cc1c(O)ccc2c3c(c(=O)oc12)CCC3 | -9 | 3
CCCCOc1ccc(S(=O)(=O)N2CCCCCC2)cc1 | 0 | -1
CC(C)NC(=O)c1nc2ccccc2s1 | 9 | 0
CCCn1c(-c2nonc2N)nc2ccccc21 | -9 | 1
Cc1cccc(N2C(=O)CCC2=O)c1 | -4 | -4
CC(C)(C)n1nnnc1C(c1cccs1)N1CCCc2ccccc21 (centres undefined) | 7 | 3
COC(=O)c1ccccc1NC(=O)c1ccc(COc2cc(C)cc(C)c2)o1 | -4 | -5
Cc1cc(C)nc(NS(=O)(=O)c2ccc(NC(=O)c3cc4c(=O)n5cccc(C)c5nc4n3C)cc2)n1 | -2 | -9
CCOCCCNC(=O)c1ccccc1SC | -1 | -1
CCOc1ccc(CCNC(=O)CN2CCN(Cc3ccccc3C)C2=O)cc1OCC | -7 | -10
CCOC(=O)C1=C(N)Oc2cc(C)oc(=O)c2C1c1cccnc1 (centres undefined) | 0 | 3
CC(C)C[C@H](NC(=O)NCc1ccccc1Cl)C(=O)O | 0 | -2
CSCC[C@H](NC(=O)NCc1ccccc1F)C(=O)O | -7 | 8
CCCn1nc(NC(=O)C2CCCO2)c2cc3cc(C)ccc3nc21 (centres undefined) | 32 | 16
Cc1nn2c(C)nc3sc4c(c3c2nc1=O)CC(C)(C)OC4 | 3 | 15
O=C(Nc1ccc(F)cc1F)c1cc2n(n1)C(C(F)(F)F)C1CCCCC1N2 (centres undefined) | 24 | 2
COc1ccc(CC(=O)Nc2ccc(-c3cn4ccccc4n3)cc2)cc1OC | 29 | -2
